LAP4-GFP MLPCN = modulators of TOR pathway LAP4-GFP in S. cerevisiae. 320,000 tested, 0.34% active. S. cerevisiae LAP4-GFP multiplex, flow cytometry GFP, 3 h; median GFP as percent of DMSO wells. GFP response vs DMSO, % at 10 µM. AID 2023;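 active = GFP response vs DMSO above a set limit, about the screen mean plus 3 SD, cut at about 150% in these data; inconclusive = under 70 cell events counted for the yeast strain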
MEP2-GFP yeast = modulators of TOR pathway MEP2-GFP in S. cerevisiae; S. cerevisiae MEP2-GFP strain, flow cytometry GFP, 3 h; 100% = DMSO control level; GFP response vs DMSO, % at 10 µM; 330,000 tested, 0.51% active; AID 2016;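 active = GFP response versus DMSO above a set limit, roughly screen mean plus 3 SD, cut at about 180% in these data; inconclusive = fewer than 70 cells counted for a yeast strain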;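 note: median GFP fluorescence of the barcode-gated MEP2-GFP cells per well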
RPL19A TOR yeast = yeast TOR pathway RPL19A-GFP modulation | 330,000 tested, 0.3% active | S. cerevisiae RPL19A-GFP strain, flow cytometry, 3 h; active compounds read low | percent response vs DMSO, % at 10 µM;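 active = percent response vs DMSO below 50%; inconclusive = fewer than 70 events counted for the yeast strain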;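 note: median channel GFP fluorescence of the barcoded RPL19A-GFP strain; ratio of sample median GFP to plate DMSO average so 100% = DMSO; lower means less RPL19A-GFP as with rapamycin TOR inhibition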
GASC-1 inh = human JMJD2C demethylase inhibition; GST-JMJD2C(1-420) H3K9me3 demethylation, DELFIA europium; inhibition, % at 2.35 µM; 330,000 tested, 0.069% active; AID 2099;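 active = more than half of a compound's replicate wells show inhibition beyond 50%, single wells judged on their own value; inconclusive = some, but no more than half, of replicates pass 50% inhibition; inactive = no replicate passes 50% inhibition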;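 note: signal counts dimethyl H3K9 product captured on neutravidin plate; 0% = median of DMSO wells and 100% = 0.3 times that DMSO median; strong numbers were not always called active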
Target sequence (Q9H3R0 1-420 limits assumed): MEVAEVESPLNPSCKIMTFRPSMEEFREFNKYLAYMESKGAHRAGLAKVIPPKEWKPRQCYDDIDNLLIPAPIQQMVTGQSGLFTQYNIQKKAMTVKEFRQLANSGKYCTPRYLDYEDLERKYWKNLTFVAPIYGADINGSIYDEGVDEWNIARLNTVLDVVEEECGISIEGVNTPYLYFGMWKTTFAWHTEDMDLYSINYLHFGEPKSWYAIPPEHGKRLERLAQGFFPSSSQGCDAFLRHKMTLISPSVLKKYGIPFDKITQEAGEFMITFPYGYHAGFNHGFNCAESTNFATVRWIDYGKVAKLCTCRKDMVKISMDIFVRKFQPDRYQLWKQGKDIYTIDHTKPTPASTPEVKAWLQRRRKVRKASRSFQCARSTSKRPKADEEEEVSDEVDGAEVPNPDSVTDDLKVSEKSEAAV
VLA-4 inh = inhibition in a human VLA-4 binding assay. VLA-4 expressing cells, ligand binding flow cytometry. inhibition, % (about 7 µM as worked out from the volumes in the protocol). 330,000 tested, 0.2% active; in the data active = inhibition above about 50%
AGP1-GFP MLPCN = yeast TOR pathway AGP1-GFP modulation; S. cerevisiae AGP1-GFP multiplex flow cytometry, 3 h; GFP as percent of DMSO wells; GFP response vs DMSO, % at 10 µM; 320,000 tested, 0.02% active; AID 2066;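 active = GFP response relative to DMSO above a set limit, near screen average plus 3 SD, cut at about 150% in these data; inconclusive = fewer than 70 cells counted for the yeast strain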;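 note: median GFP channel fluorescence of the gated AGP1 strain per well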
CIT2 TOR yeast = modulators of TOR pathway CIT2-GFP in S. cerevisiae. AID 2029. S. cerevisiae CIT2-GFP strain, flow cytometry, 3 h; 100 means same as DMSO wells. 320,000 tested, 0.065% active. GFP response vs DMSO, % at 10 µM;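 active = GFP response relative to DMSO above a set limit, near the screen mean plus 3 SD, cut at about 150% in these data; inconclusive = Fewer than 70 cells measured for a yeast strain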;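 note: ratio of well median GFP fluorescence to mean of DMSO wells on the plate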
GRK2 aptamer HTS = inhibitors of human GRK2 displacing RNA aptamer | P25098 | bead flow cytometry, FAM-aptamer displacement from GRK2 | inhibition of aptamer binding, % at 10 µM | 330,000 tested, 0.59% active | AID 488847;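 active = inhibition of aptamer binding above 40%, roughly 3 SD of noise, on plates passing a quality check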;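 note: median bead fluorescence of bound FAM aptamer so fluorescent compounds give negative values; no value below 0 was filed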
Target sequence (P25098 whole entry, looked up): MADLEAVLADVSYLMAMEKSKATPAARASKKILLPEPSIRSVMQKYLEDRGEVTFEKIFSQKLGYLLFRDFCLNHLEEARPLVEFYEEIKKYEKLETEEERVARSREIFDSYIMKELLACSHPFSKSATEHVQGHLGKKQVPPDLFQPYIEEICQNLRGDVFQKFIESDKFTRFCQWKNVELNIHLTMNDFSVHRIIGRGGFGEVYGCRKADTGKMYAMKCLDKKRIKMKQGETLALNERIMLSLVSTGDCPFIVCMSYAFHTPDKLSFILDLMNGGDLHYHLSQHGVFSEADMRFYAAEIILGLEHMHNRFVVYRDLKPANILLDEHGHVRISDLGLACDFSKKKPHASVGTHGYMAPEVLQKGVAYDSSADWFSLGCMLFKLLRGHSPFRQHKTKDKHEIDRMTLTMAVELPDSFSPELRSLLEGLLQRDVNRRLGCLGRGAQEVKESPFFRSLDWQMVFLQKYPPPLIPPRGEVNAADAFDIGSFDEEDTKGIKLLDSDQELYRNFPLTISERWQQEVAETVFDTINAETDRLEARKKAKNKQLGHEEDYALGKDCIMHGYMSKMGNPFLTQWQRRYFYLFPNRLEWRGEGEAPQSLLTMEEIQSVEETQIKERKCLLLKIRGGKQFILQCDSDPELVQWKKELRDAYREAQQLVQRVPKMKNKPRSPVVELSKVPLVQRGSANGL
* = called active by the depositor; i = inactive; ? = inconclusive; / = no result given.

SMILES | LAP4-GFP MLPCN | MEP2-GFP yeast | RPL19A TOR yeast | GASC-1 inh | VLA-4 inh | AGP1-GFP MLPCN | CIT2 TOR yeast | GRK2 aptamer HTS
COC(=O)C1=C(N)N(c2ccc(F)cc2)C2=C(C(=O)CCC2)C1c1ccc2c(c1)OCO2 (stereo unspecified) | 103 | 98 | 98 | 4 | -4 | 98 | 98 | 4
COc1cc(Cl)c(C)cc1NC(=O)CSc1cc(Cl)ccc1Cl | 102 | 96 | 109 | -1 | 12 | 99 | 108 | 0
CC(O)[C@H]1CN=C(N)N1CCCCC1CCCCC1 (stereo partly specified) | 96 | 101 | 98 | 2 | 6 | 101 | 98 | 2
COc1ccc(CNC(=O)CSc2nc3ccc(C)cc3[nH]2)cc1OC | 107 | 109 | 111 | -5 | -8 | 104 | 117 | 0
CC(=O)N1CCCN(Cc2cn(-c3ccc(C)cc3)nc2-c2cccc(C)c2)CC1 | 116 | 104 | 95 | -3 | 2 | 101 | 92 | 0
COc1ccc(NC(=O)CSc2ncnc3sc(C)cc23)cc1 | 99 | 105 | 101 | -6 | 2 | 79 | 84 | 0
CCn1c(=O)cc(OCC(=O)NC2CC2)c2ccccc21 | 103 | 105 | 99 | 10 | -6 | 98 | 96 | 0
COc1cc(C(=O)NNC(=O)Cc2cccs2)cc(OC)c1OC | 103 | 103 | 101 | 9 | 13 | 103 | 101 | 4
COc1ccc(C)cc1Nc1n[n+](-c2ccccc2)c(-c2c(Cl)cccc2Cl)s1 | 103 | 108 | 101 | -3 | 6 | 111 | 101 | 0
O=C(COc1ccc(Cl)cc1Cl)NCCCN1CCOCC1 | 90 | 95 | 92 | -6 | -3 | 92 | 90 | 0
CCCc1cc(=O)oc2cc(C)cc(OCC(=O)NC3CCN(Cc4ccccc4)CC3)c12 | 101 | 103 | 103 | 11 | 3 | 104 | 104 | 0
COc1cc(-c2cc(N3C(=O)Nc4ccccc4N3O)n[nH]2)cc(OC)c1OC | 101 | 100 | 99 | 7 | 16 | 104 | 104 | 5
Cc1c(NC(=O)C(C)OC(=O)c2cc(Cl)ccc2O)c(=O)n(-c2ccccc2)n1C (stereo unspecified) | 85 | 103 | 105 | 5 | -4 | 93 | 116 | 1
COc1cccc(/C(O)=C2/C(=O)C(=O)N(c3cc(C)on3)C2c2cccs2)c1 (stereo unspecified) | 102 | 116 | 99 | -5 | 2 | 91 | 88 | 2
COc1ccc(S(=O)(=O)N2CCOCC2)cc1NC(=O)Cc1coc2cc(C)c(C)cc12 | 111 | 102 | 103 | 6 | -15 | 106 | 97 | 0
COc1ccc(Cl)cc1NC(=O)CNc1ccc(F)cc1C | 82 | 83 | 105 | 11 | 3 | 93 | 96 | 0
Cc1ccc2nc(-c3ccc4c(c3)OCCO4)cc(C(=O)O)c2c1 | 107 | 105 | 97 | -5 | 8 | 99 | 95 | 3
COCCOc1ccc(C(F)(F)F)cc1NC(=O)COC(=O)c1c(C)noc1C | 98 | 103 | 97 | -26 | 14 | 100 | 97 | 0
Nc1nc2c(F)cccc2s1 | 90 | 98 | 104 | -8 | -4 | 100 | 111 | 1
COc1ccc(Cn2ccnc2SCC(=O)Nc2ccccc2)cc1 | 100 | 99 | 103 | -1 | 0 | 100 | 97 | 3

Full records as entered above. Values in the order: LAP4-GFP MLPCN | MEP2-GFP yeast | RPL19A TOR yeast | GASC-1 inh | VLA-4 inh | AGP1-GFP MLPCN | CIT2 TOR yeast | GRK2 aptamer HTS
CC(=O)N1CCCN(Cc2cn(-c3ccc(C)cc3)nc2-c2cccc(C)c2)CC1 is entered as 116 | 104 | 95 | -3 | 2 | 101 | 92 | 0
COc1cc(C(=O)NNC(=O)Cc2cccs2)cc(OC)c1OC is entered as 103 | 103 | 101 | 9 | 13 | 103 | 101 | 4

Later entries.
SMILES | LAP4-GFP MLPCN | MEP2-GFP yeast | RPL19A TOR yeast | GASC-1 inh | VLA-4 inh | AGP1-GFP MLPCN | CIT2 TOR yeast | GRK2 aptamer HTS
CCc1noc(C)c1C(=O)Nc1nnc(C2CCCCC2)s1 | 116 | 90 | 97 | 35 | -14 | 101 | 89 | 0
CCCc1c(C(=O)NNc2ccc(C)cc2)cnn1-c1ccccc1 | 111 | 98 | 101 | -7 | 24 | 106 | 93 | 3
O=C1CCCCN1CCC(=O)N1CCCC(Nc2ccc(F)c(F)c2)C1 (stereo unspecified) | 103 | 96 | 97 | -11 | 0 | 104 | 96 | 0
CCN(Cc1ccccc1)C(=O)C1CCN(S(=O)(=O)c2ccc3c(c2)OCCO3)CC1 | 110 | 108 | 103 | 2 | -11 | 105 | 98 | 2
CCN(CC(=O)NCc1cccs1)S(=O)(=O)c1ccc(F)cc1 | 115 | 104 | 102 | 1 | 1 | 105 | 95 | 3
CC1(C)Cc2c(sc3nc(C4CCCCC4)n(N)c(=O)c23)CO1 | 108 | 97 | 105 | -12 | 2 | 110 | 99 | 0
O=S(=O)(NC1CCCc2ccccc21)c1cnc[nH]1 (stereo unspecified) | 106 | 103 | 103 | 4 | -9 | 106 | 104 | 0
COC(=O)c1ccc(COC(=O)CNC(=O)CNC(=O)c2ccc(OC)cc2)cc1 | 112 | 110 | 104 | 8 | -2 | 115 | 106 | 0
CCOC(=O)c1ccc(NC(=O)NCc2c(C)nn(CC)c2C)cc1 | 93 | 99 | 95 | 2 | 6 | 98 | 96 | 0
Fc1ccc(C2CC(c3ccccc3)n3ncnc3N2)cc1 (stereo unspecified) | 181* | 174 | 97 | 2 | 11 | 161* | 123 | 0
CCCCN=C1NN=C(c2ccc3c(c2)OCCO3)CS1 | 106 | 95 | 100 | -30 | 14 | 100 | 94 | 4
O=C(NCC1CCOCC1)c1ccc(OC2CCN(Cc3ccccn3)CC2)cc1 | 93 | 104 | 111 | -22 | 1 | 102 | 106 | 2
N#CCSc1nnc(-c2ccc(F)cc2)n1N | 88 | 89 | 92 | 1 | 27 | 89 | 93 | 0
C/C(Cn1cnc([N+](=O)[O-])n1)=N\NC(=O)c1ccccc1 | 104 | 100 | 102 | 59 | 12 | 106 | 100 | 2
Cc1nc2c(C)cccn2c1/C(O)=C1\C(=O)C(=O)N(CCN2CCOCC2)C1c1ccncc1 (stereo unspecified) | 86 | 83 | 84 | 4 | -3 | / | 88 | 1
O=C1NC(c2ccccc2)=C(c2nc3ccccc3s2)C(c2ccc(F)cc2)N1 (stereo unspecified) | 102 | 106 | 99 | 9 | -12 | 107 | 109 | 0
COc1ccc(Cl)cc1NC(=O)CN1CCCC1 | 95 | 102 | 98 | 20 | 0 | 99 | 100 | 1
CC(Sc1nnnn1C)C(=O)Nc1ccccc1 (stereo unspecified) | 112 | 104 | 107 | 2 | 8 | 111 | 113 | 0
Cc1ccc(S(=O)(=O)N2CCC(C(=O)OC(C)C(=O)NC(N)=O)CC2)cc1C (stereo unspecified) | 101 | 106 | 95 | -3 | 8 | 99 | 96 | 2
COc1ccc2c(c1)O/C(=C\c1ccccc1O)C2=O | 108 | 111 | 100 | 3 | -57 | 99 | 102 | 2
Cc1ccc2c(CSc3nc4ccccc4c(=O)n3CCCO)cc(=O)oc2c1C | 102 | 105 | 104 | 1 | 17 | 104 | 99 | 0
CC(C)(C)C(=O)Nc1ccc(C(=O)OC2CCCCC2)cc1 | 113 | 109 | 103 | 1 | 14 | 101 | 102 | 0
Cc1ccc(C2N(c3ccc(Cl)c(Cl)c3)C(=O)C3CCCN32)o1 (stereo unspecified) | 109 | 102 | 105 | 15 | 29 | 109 | 105 | 3
COc1ccc(Cl)cc1NC(=O)CN(C)C(=O)c1cc(-c2ccncc2)nc2ccccc12 | 103 | 84 | 94 | 0 | -13 | 99 | 98 | 0
O=C(CN1CCN(C/C=C/c2ccccc2)CC1)Nc1ccc(F)cc1F | 100 | 100 | 97 | 2 | 12 | 99 | 95 | 0
Cc1ccsc1C1NC(=O)c2ccccc2N1 (stereo unspecified) | 95 | 96 | 96 | -3 | -4 | 94 | 96 | 0
COc1ccc(C2=NN(C(=O)CN3CCOCC3)C(c3nc4ccccc4[nH]3)C2)cc1 (stereo unspecified) | 100 | 96 | 96 | -23 | 8 | 98 | 111 | 2
COc1ccc(C2=NS(=O)(=O)N(C)C(C(=O)Nc3ccc4c(c3)OCO4)=C2)cc1 | 101 | 110 | 101 | / | -5 | 102 | 105 | 0
CC(=O)Nc1ccc(S(=O)(=O)Nc2cccc3[nH]ncc23)cc1 | 97 | 99 | 92 | -13 | 0 | 93 | 83 | 2
O=C(NC1CC1)c1cccc(NC(=O)c2cnn(-c3ccccc3)n2)c1 | 107 | 100 | 98 | 1 | 3 | 106 | 108 | 4
COc1ccc(N(C)S(=O)(=O)c2ccc3c(c2)CCN3C(=O)C2CC2)c(OC)c1 | 87 | 105 | 94 | 4 | 5 | 92 | 95 | 1
COc1ccc(CCNC(=O)CCc2cn(C)c3ccccc23)c(OC)c1 | 96 | 104 | 100 | -10 | 20 | 97 | 96 | 1
CCC(CC)C(=O)Nc1cc(C(=O)OC)cc(C(=O)OC)c1 | 100 | 108 | 104 | 1 | 9 | 106 | 113 | 5
CCOC(=O)C1=NN(c2ccccc2)C2=NC(C)=C(C(=O)OC)C(c3cccs3)N12 (stereo unspecified) | 103 | 101 | 102 | -7 | 5 | 103 | 97 | 0
O=C(NC1CC1)C1CCN(c2nc3ccccc3s2)CC1 | 98 | 102 | 101 | 1 | 0 | 105 | 107 | 1
Cc1ccccc1CC1(CO)CCCN(Cc2ccn[nH]2)C1 (stereo unspecified) | 106 | 96 | 99 | -8 | 21 | 101 | 96 | 0
CC1C(=O)C(C)C(c2cccs2)NC1c1cccs1 (stereo unspecified) | 110 | 104 | 100 | 1 | 4 | 95 | 97 | 3
CN(C)/C=N/c1nc2nccc(-c3cccnc3)n2n1 | 92 | 89 | 97 | -5 | 9 | 100 | 90 | 2
Cc1ccc(-n2nnnc2-c2cccs2)cc1[N+](=O)[O-] | 105 | 96 | 94 | 10 | -2 | 98 | 90 | 1
CCc1nc(N2CCN(C(=O)CCl)CC2)c2c3c(sc2n1)CC(C)CC3 (stereo unspecified) | 101 | 104 | 100 | -1 | 7 | 100 | 97 | 0
Cc1cccc(NC(=O)c2ccc(COc3ccc(Cl)cc3Cl)o2)n1 | 116 | 94 | 94 | 0 | 7 | 94 | 95 | 2
CC(C)(C)NC(=O)N1CCn2cccc2C1c1ccccc1F (stereo unspecified) | 103 | 99 | 102 | -9 | -4 | 100 | 104 | 0
CC(C)(C)OC(=O)NCCCCCNC(=O)c1nc[nH]c1C(=O)NCc1ccc(CNC(=O)OC(C)(C)C)cc1 | 93 | 97 | 111 | 2 | -17 | 95 | 92 | 0
Cc1cccc(Nc2ncnc3nc[nH]c23)c1 | 94 | 97 | 97 | -3 | 26 | 101 | 98 | 0
O=C(CSc1ccc(-c2cccs2)nn1)N1CCCCC1 | 106 | 106 | 105 | 4 | 9 | 101 | 99 | 0
O=C(OC(C(=O)NCc1cccs1)c1ccccc1F)c1ccco1 (stereo unspecified) | 88 | 93 | 98 | i | 13 | 97 | / | 3
COc1ccc(-c2noc(CN3CCCCC3)n2)cc1OC | 100 | 98 | 95 | 7 | -4 | 97 | 104 | 0
C[C@H](NC(=O)c1ccc(C(C)(C)C)cc1)C(=O)N1CCN(C/C=C/c2ccccc2)CC1 | 96 | 98 | 100 | 8 | 8 | 95 | 98 | 0
CCOCCCn1c(=N)c(C(=O)NCCN2CCOCC2)cc2c(=O)n3cccc(C)c3nc21 | ? | ? | ? | / | 2 | ? | ? | 3
CC(C)C(=O)Nc1nc2ccc(S(C)(=O)=O)cc2s1 | 91 | 102 | 100 | -6 | 27 | 102 | 98 | 1

From PubChem BioAssay
